Apoferritin bind: candidate novel general anesthetic via apoferritin binding. P02791. apoferritin/1-aminoanthracene competitive binding, fluorescence. AID 485281. Potency, µM (series often up to 77.5 µM), without a hit: top-dose activity change, negative = displacement, hits mostly inhibitors. hit rate 0.074% among 350,000; note: potency is the fitted concentration of half-maximal effect; % is set by controls: 0 for no effect and ±100 for the full control effect; nearly all actives have a fitted effect of over 20% in size
Target sequence (P02791 2-175 limits assumed): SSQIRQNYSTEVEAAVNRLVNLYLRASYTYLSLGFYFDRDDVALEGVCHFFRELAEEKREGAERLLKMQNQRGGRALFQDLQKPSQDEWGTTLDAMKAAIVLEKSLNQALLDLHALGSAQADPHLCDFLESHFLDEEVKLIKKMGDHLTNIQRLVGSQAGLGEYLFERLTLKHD
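10 uM apoferritin + 50% sat. 1-AMA, PBS; cpd 10 min RT; Ex380/Em535 endpoint; normalized to free probe vs complex; 4-param Hill fit; propofol titration as pos. ctrl.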
Pol iota inh: inhibitors of human DNA polymerase iota; Potency, µM (top dose mostly 115 µM), inactives show top-dose activity, negative = inhibition, most hits filed as inhibitors; Pol iota fluorescent replication assay, 10 min; AID 588590; hit rate 1% among 390,000; note: potency is the fitted concentration of half-maximal effect
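Pol iota at 10 nM preincubated 15 min with compounds at room temperature; reaction started with fluorescent substrate, 50 nM final. Fluorescence read kinetically at 0 and 10 min; buffer-only wells as negative control.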
RXFP1 antagonist: antagonists of human relaxin receptor RXFP1; hit rate 0.59% among 350,000; Q9HBX9; activity change, negative = inhibition, % at 57.5 µM; HEK293-RXFP1, relaxin-stimulated cAMP HTRF, 30 min; active compounds read low;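 active = activity change of -60% or lower, but not beyond a set lower limit; inconclusive = change between -60% and -40%, or beyond the set limit; inactive = change above -40%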; note: % is set by controls: 0 for no effect and ±100 for the full control effect
APE1 inh: APE1 (human) endonuclease inhibition; recombinant APE1, TAMRA/BHQ-2 abasic DNA cleavage fluorescence; Potency, µM (series often up to 65.8 µM), for the others: at the highest dose activity change, negative = inhibition, actives largely listed as inhibitors; hit rate 0.35% among 350,000;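 note: potency is the fitted concentration of half-maximal effect; plate controls were vehicle for no effect and reference inhibitor for full effect; nearly all actives have a fitted effect of over 55% in size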
Target sequence (P27695 whole entry, looked up): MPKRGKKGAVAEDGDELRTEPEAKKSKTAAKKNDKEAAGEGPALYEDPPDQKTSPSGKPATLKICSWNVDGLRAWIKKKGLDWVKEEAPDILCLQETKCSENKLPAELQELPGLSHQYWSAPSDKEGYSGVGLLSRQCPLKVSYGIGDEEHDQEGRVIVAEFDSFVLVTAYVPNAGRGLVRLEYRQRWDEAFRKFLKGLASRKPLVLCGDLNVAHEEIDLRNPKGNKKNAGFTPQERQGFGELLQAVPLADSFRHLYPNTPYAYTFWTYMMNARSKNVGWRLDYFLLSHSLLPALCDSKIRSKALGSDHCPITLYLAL
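Activity was derived from the fluorescence gain between first and third kinetic reads (60 s intervals, ex 525/em 598 nm) after 50 nM THF-abasic TAMRA/BHQ-2 duplex was added to 0.75 nM APE1 preincubated 15 min with compound.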
PGK inhibitor: blocks T. brucei phosphoglycerate kinase; PGK/GAPDH coupled, Kinase-Glo luminescence, 60 min; hit rate 0.043% among 380,000; P07378; Potency, µM (titrated, usually from 57.5 µM), inactives show top-dose activity change, negative = inhibition, most hits filed as inhibitors; note: potency is the fitted concentration of half-maximal effect; % is set by controls: 0 for no effect and ±100 for the full control effect; nearly all actives have a fitted effect of over 60% in size
Target sequence (P07378 whole entry, looked up): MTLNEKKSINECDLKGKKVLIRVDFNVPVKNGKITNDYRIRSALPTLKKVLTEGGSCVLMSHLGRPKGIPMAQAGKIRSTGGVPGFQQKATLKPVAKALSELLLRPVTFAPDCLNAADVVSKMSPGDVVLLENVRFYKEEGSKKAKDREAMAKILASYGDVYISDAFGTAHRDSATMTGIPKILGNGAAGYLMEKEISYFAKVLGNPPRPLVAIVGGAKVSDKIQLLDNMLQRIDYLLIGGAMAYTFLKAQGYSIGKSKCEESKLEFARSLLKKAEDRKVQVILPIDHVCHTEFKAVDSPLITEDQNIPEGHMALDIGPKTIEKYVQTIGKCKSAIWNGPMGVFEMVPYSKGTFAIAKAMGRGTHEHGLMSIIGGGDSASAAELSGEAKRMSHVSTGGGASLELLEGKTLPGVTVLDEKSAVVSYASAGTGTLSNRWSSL
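Luminescent ATP detection (Kinase-Glo Plus) follows a 60-minute room-temperature incubation, with wells lacking PGK as controls. Buffer: 100 mM TEA (pH 7.6), 5 mM MgCl2, 0.01% Tween-20. Coupling enzyme GAPDH (100 nM final) supplies unstable 1,3-BPG in-well.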
BLM helicase inh: inhibitors of human Bloom syndrome helicase BLM; P54132; recombinant BLM DNA unwinding, fluorescence dequenching; Potency, µM (doses to about 56.1 µM), without a hit: at the top dose activity change, negative = inhibition, usual class: inhibitors; hit rate 0.2% among 350,000;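 note: potency is the fitted concentration of half-maximal effect; plate controls were vehicle for no effect and no enzyme for full effect; nearly all actives have a fitted effect of over 35% in size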
Pol eta inh: DNA polymerase eta (human) inhibition; Q9Y253; recombinant Pol eta, fluorescent DNA replication assay; Potency, µM (top dose mostly 114 µM), for inactives: at the highest dose activity change, negative = inhibition, hits mostly inhibitors; hit rate 1.2% among 390,000; AID 588591; note: potency is the fitted concentration of half-maximal effect; % is set by controls: 0 for no effect and ±100 for the full control effect
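Pol eta (10 nM) was preincubated with compounds for 15 min at room temperature, after which fluorescent replication substrate (50 nM final) was added to start the reaction. Fluorescence was read kinetically at 0 and 10 min.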
POLK inh: inhibitors of human DNA polymerase kappa | hit rate 0.53% among 400,000 | Q9UBT6 | purified Pol kappa, fluorescent DNA synthesis assay, 10 min | Potency, µM (series often up to 107 µM), for the others: at the highest dose activity, negative = inhibition, most hits filed as inhibitors; note: potency is the fitted concentration of half-maximal effect; % is set by controls: 0 for no effect and ±100 for the full control effect
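Fluorescent qHTS in 1536-well format: enzyme (10 nM) and compound sat 15 min at room temperature before 50 nM substrate (final) was added. Signal taken at 0 and 10 min; no-enzyme buffer wells were negative controls.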
POLB inh: DNA polymerase beta (human) inhibition. P06746. Pol beta primer extension/strand displacement, fluorescence kinetic. Potency, µM (top dose mostly 114 µM), inactives show at the highest dose activity change, negative = inhibition, hits mostly inhibitors. hit rate 1.3% among 340,000. AID 485314; note: potency is the fitted concentration of half-maximal effect; % is set by controls: 0 for no effect and ±100 for the full control effect
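Enzyme-only controls used 10 nM Pol beta; buffer lacking enzyme served as negative control. Compound preincubated 15 min, then 50 nM substrate added; 0 and 10 min reads at room temperature.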
An asterisk follows results filed as active; i = inactive; ? = inconclusive; / = not tested or not shown; [ ] = another dose, or the depositor's remark. Unless noted, calls come from the whole dose curve; as a rule, active = well fitted curve in the direction sought with a large enough effect; inconclusive = small, poorly fitted or top-dose-only effect, or another doubt; inactive = no such curve, though single readings can be large; an effect the other way counts as inactive or inconclusive. Only part of the results is shown. The share of hits here may be higher or lower than overall.

SMILES | Apoferritin bind | Pol iota inh | RXFP1 antagonist | APE1 inh | PGK inhibitor | BLM helicase inh | Pol eta inh | POLK inh | POLB inh
CN1N=C2c3ccccc3CCCC2C1c1ccc(F)cc1 (stereo not given) | ? | ? | -29 | 7% | 2% | -3% | -9% | -14% | 3%
CC1CN(C2CCN(C(=O)c3ccccc3)CC2)CC(C)O1 (stereo not given) | 2% | 4% | -4 | -12% | -4% | -2% | 7% | -10% | 0%
CSc1ccc(OC2CCN(Cc3ccccc3)CC2)cc1 | -12% | 7% | -17 | -4% | 0% | 2% | -15% | -16% | 30%
CCOC(=O)/C=c1/s/c(=C/c2ccc3cc(OC)ccc3c2)c(=O)n1CC(=O)NCC1CCCO1 (stereo not given) | / | 12% | -22 | / | i | / | -6% | -5% | /
O=C(COc1ccccc1)Nc1ncc2c(n1)CCCC2=O | 2% | 9% | -4 | 15% | 2% | 0% | -1% | 0% | 0%
COc1ccc(Nc2nc3c(C)cccc3cc2C#N)c(OC)c1 | 5% | 8% | -9 | -2% | 5% | 1% | -11% | 5% | -30%
O=C1CCCC(=O)C1CS(=O)(=O)c1ccccc1 | -12% | 13% | 10 | 14% | -2% | -3% | 2% | -2% | 36%
Cn1ncc([N+](=O)[O-])c1C(=O)NC1CCCCC1 | -3% | -25% | -10 | 50%[activator] | i | -1% | -11% | 2% | 19%
COc1cc(C(=O)c2ccccc2Cl)c([N+](=O)[O-])cc1OC | -22% | -15% | -3 | 0% | -8% | -7% | -19% | 7%[60.1 µM] | -2%
CC(C)c1ccc(C(=O)N2CCN(c3cnn(C)c(=O)c3Cl)CC2)cc1 | -14% | 164%[activator] | -9 | 3% | 0% | -2% | -9% | -8% | 3%
CCN(CC(=O)Nc1c(F)cccc1F)C(=O)CSC(=S)N1CCCC1 | / | 31% | 9 | -6% | -9% | / | -7% | -4% | /
COc1cccc(C(=O)Nc2nnc(C(C)C)s2)c1 | -14% | 20% | 4 | -5% | -9% | 1% | 12% | -5% | 1%
O=C(Nc1c(C(=O)Nc2ccc3c(c2)OCCO3)cnn1-c1ccccc1Cl)c1ccco1 | 3% | 7%[58.9 µM] | 12 | -6% | 12% | 4% | -14% | -6% | 11%
COc1ccc(C(CC(=O)O)NC(=O)c2ccco2)cc1OC (stereo not given) | -7% | 8% | -15 | -4% | i | 1% | -8% | -1% | 30%[activator]
Cc1cccc(-n2cnc(C(=O)NNC(=S)Nc3ccc(Cl)cc3)c2)n1 | -21% | 21% | -30 | -4% | -8% | -5% | -5% | 2% | 4%
Cc1noc(C)c1COc1cccc(C(=O)Nc2ccc3c(c2)OCO3)c1 | -10% | 23% | 2 | ? | -8% | -10% | -14% | 2% | 29%
O=C(O)Cc1ccc2ccc3ccccc3c2c1 | / | 19% | -1 | / | -2% | / | 16% | 8% | /
COc1ccc(-n2ccnc2SCC(=O)Nc2nnc(C)s2)cc1 | -2% | 17% | 19 | / | 3% | -5% | ? | -4%[60.1 µM] | 9%
COc1cc(/C=C/c2cc(OC(C)=O)c3ccccc3n2)c(OC(C)=O)c([N+](=O)[O-])c1 | -16% | 22% | 0 | 4% | -4% | -11% | ? | -15% | -1%
O=c1cc(CN2CCN(C/C=C/c3ccccc3)CC2)c2cc(O)c(-c3ccccc3)cc2o1 | -2% | 32%[activator] | / | 6% | 0% | 0% | -16% | -4% | 54%
CCCN1CCC(=O)N(C(CSc2ccc(Br)cc2)Cc2ccccc2)CC1 (stereo not given) | -10% | 14% | / | 4% | / | 2% | / | -9% | /
COc1ccc(NC(=O)c2cccc(N3C(=O)C4C5C=CC(C6CC56)C4C3=O)c2)c(OC)c1 (stereo not given) | ? | 24% | 19 | 19% | i | -3% | -17% | -11% | -1%
Nc1c(N(CCO)C(=O)/C=C/c2ccco2)c(=O)[nH]c(=O)n1Cc1ccccc1 | 0% | 3% | 2 | -4% | 10% | 1% | -6% | -6% | 10%
CCOC(=O)c1cc(-c2ccccc2)n(CC(=O)O)c1C | -3% | -17% | -3 | 6% | -12% | -1% | -19% | -7% | 3%
Cc1cc(C)cc(-n2nnc(-c3nc(-c4ccc5c(c4)OCO5)no3)c2C)c1 | -15% | 1% | 2 | / | i | -3% | 8% | -4% | 0%
COc1ccc(CCC(=O)NC2CC(=O)N(c3ccc(F)cc3)C2)cc1 (stereo not given) | 4% | 11% | 5 | / | 8% | 2% | -2% | -6%[60.1 µM] | -4%
CCCc1cc(=O)oc2cc(OCC(=O)Nc3ccc(S(N)(=O)=O)cc3)ccc12 | -7% | 5µM* | -29 | ? | ? | ? | 10µM* | 40µM* | 89µM*
O=C(CN1CCN(S(=O)(=O)c2ccc(F)cc2)CC1)Nc1ccc2c(c1)OCO2 | -11% | 15% | -10 | -4% | -3% | -2% | -2% | -15% | 43%
COc1cc(OC)cc(C(=O)n2nc(C)cc2C)c1 | 0% | 10% | 7 | 10% | 3% | 3% | -9% | -1% | -3%
COc1cc(CCC(=O)OCC(=O)Nc2ccc(C(N)=O)cc2)cc(OC)c1OC | -5% | 8% | 1 | 4% | -3% | -1% | -12% | -12% | 25%

Another view of some results above.
Order of values: Apoferritin bind, Pol iota inh, RXFP1 antagonist, APE1 inh, PGK inhibitor, BLM helicase inh, Pol eta inh, POLK inh, POLB inh
> CN1N=C2c3ccccc3CCCC2C1c1ccc(F)cc1 (stereo not given)
 : ?, ?, -29, 7%, 2%, -3%, -9%, -14%, 3%
> CC1CN(C2CCN(C(=O)c3ccccc3)CC2)CC(C)O1 (stereo not given)
 : 2%, 4%, -4, -12%, -4%, -2%, 7%, -10%, 0%
> CSc1ccc(OC2CCN(Cc3ccccc3)CC2)cc1
 : -12%, 7%, -17, -4%, 0%, 2%, -15%, -16%, 30%
> CCOC(=O)/C=c1/s/c(=C/c2ccc3cc(OC)ccc3c2)c(=O)n1CC(=O)NCC1CCCO1 (stereo not given)
 : /, 12%, -22, /, i, /, -6%, -5%, /
> O=C(COc1ccccc1)Nc1ncc2c(n1)CCCC2=O
 : 2%, 9%, -4, 15%, 2%, 0%, -1%, 0%, 0%
> COc1ccc(Nc2nc3c(C)cccc3cc2C#N)c(OC)c1
 : 5%, 8%, -9, -2%, 5%, 1%, -11%, 5%, -30%
> O=C1CCCC(=O)C1CS(=O)(=O)c1ccccc1
 : -12%, 13%, 10, 14%, -2%, -3%, 2%, -2%, 36%
> Cn1ncc([N+](=O)[O-])c1C(=O)NC1CCCCC1
 : -3%, -25%, -10, 50%[activator], i, -1%, -11%, 2%, 19%
> COc1cc(C(=O)c2ccccc2Cl)c([N+](=O)[O-])cc1OC
 : -22%, -15%, -3, 0%, -8%, -7%, -19%, 7%[60.1 µM], -2%
> CC(C)c1ccc(C(=O)N2CCN(c3cnn(C)c(=O)c3Cl)CC2)cc1
 : -14%, 164%[activator], -9, 3%, 0%, -2%, -9%, -8%, 3%

(cont.)
SMILES | Apoferritin bind | Pol iota inh | RXFP1 antagonist | APE1 inh | PGK inhibitor | BLM helicase inh | Pol eta inh | POLK inh | POLB inh
Cc1ccc(N(C)S(=O)(=O)c2cccc(C(=O)Nc3nc4ccccc4[nH]3)c2)cc1 | -12% | 17% | / | -2% | -12% | -20% | -21% | 4% | -3%
C=C(C)C(=O)Nc1cccnc1Oc1ccc(F)cc1F | -1% | 52%[activator] | -2 | -6% | -1% | -1% | -21% | 5% | 8%
O=C(CCc1nnc(-c2ccc3c(c2)OCO3)o1)NC(c1ccccn1)C(F)(F)F (stereo not given) | -11% | -6% | -3 | 6% | -7% | -6% | -6% | 0% | 7%
Cc1ccc(S(=O)(=O)N2CCCCC2)cc1NC(=O)COC(=O)c1c(F)cccc1F | -8% | 32%[activator] | -1 | 0% | -1% | -3% | -16% | -11% | -16%
COc1ccc(NC(=O)COC(=O)CNC(=O)C2CCCCC2)cc1OC | / | 54%[activator] | -7 | 52%[activator] | -5% | / | -18% | -3% | /
O=C(CN1CCCCC1)Nc1ccc(NC(=O)c2ccc(Cl)cc2)cc1Cl | -5% | 12% | -2 | 21% | 0% | -4% | 4% | -18% | 80%
COc1ccc(C(=O)NNC(=O)C(=O)NC(C)c2ccccc2)cc1OC (stereo not given) | -11% | 34% | -1 | 18% | -1% | -1% | -18% | 6% | 45%
Cc1ccc(NC(=O)CN(c2ccc(Cl)cc2)S(=O)(=O)c2cc([N+](=O)[O-])ccc2Cl)c(C)c1 | ? | 42%[activator] | -27 | ? | -6% | -8% | -15% | -7% | -11%
N#Cc1sc(NCc2cccc(Cl)c2)nc1Cl | ? | -6% | -18 | 12% | 1% | -10% | -8% | -15% | 14%
CCOc1ccc(Cc2nnc(SCC(=O)c3ccc(OC)cc3)o2)cc1 | ? | -8% | -20 | -3% | 14% | -8% | -6% | 2% | 7%
COc1ccc(CNC(=O)Cn2nc(C(F)(F)F)c(Br)c2C)cc1 | -13% | -9% | / | 20% | -8% | -5% | -14% | 11% | 12%
CC(NC(=O)c1ccc(Br)cc1)c1ccccc1 (stereo not given) | -7% | 22% | -3 | -1% | 0% | 4% | -1% | -11% | 1%
COc1ccccc1N1CCN(C(=O)c2noc(C(C)C)c2[N+](=O)[O-])CC1 | -13% | 22% | 3 | -11% | 7% | -1% | 1% | -11% | 4%
Cc1ccccc1N1CCN(C(=O)c2ccccc2NC(=O)C2CC=CCC2C(=O)O)CC1 (stereo not given) | -8% | -4% | -11 | 1% | -2% | 0% | -8% | -14% | 7%
Cc1ccc(C(=O)N(Cc2cccnc2)Cc2cc3cc(C)ccc3n3nnnc23)cc1 | -6% | 7% | -2 | 14% | 0% | -1% | -3% | -2% | -5%
Cc1cccc(C)c1NC(=O)CN(C)C(=O)c1cccc(S(=O)(=O)N2CCN(c3ccc(F)cc3)CC2)c1 | / | -2% | -12 | 25% | i | / | -17% | -15% | /
O=C(c1ccco1)N1CCN(C(=O)c2ccccc2NS(=O)(=O)c2ccc(F)cc2)CC1 | -2% | 21% | -3 | -4% | -4% | -10% | -15% | -14% | 0%

Screening data (PubChem)
